# Artemis inh: Artemis endonuclease inhibitors, primary screen, biochemical, fluorescence intensity, FAM/BHQ-1 hairpin substrate | recombinant Artemis, quenched FAM hairpin cleavage fluorescence | inhibition, % at 10 µM | 30,000 compounds, 0.78% hits | AID 686954, 2013;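 active = at 10 µM dose, at least 30% inhibition, measured as corrected fluorescence normalized to stimulator and neutral control wells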
# Target sequence (Q96SD1 whole entry, looked up): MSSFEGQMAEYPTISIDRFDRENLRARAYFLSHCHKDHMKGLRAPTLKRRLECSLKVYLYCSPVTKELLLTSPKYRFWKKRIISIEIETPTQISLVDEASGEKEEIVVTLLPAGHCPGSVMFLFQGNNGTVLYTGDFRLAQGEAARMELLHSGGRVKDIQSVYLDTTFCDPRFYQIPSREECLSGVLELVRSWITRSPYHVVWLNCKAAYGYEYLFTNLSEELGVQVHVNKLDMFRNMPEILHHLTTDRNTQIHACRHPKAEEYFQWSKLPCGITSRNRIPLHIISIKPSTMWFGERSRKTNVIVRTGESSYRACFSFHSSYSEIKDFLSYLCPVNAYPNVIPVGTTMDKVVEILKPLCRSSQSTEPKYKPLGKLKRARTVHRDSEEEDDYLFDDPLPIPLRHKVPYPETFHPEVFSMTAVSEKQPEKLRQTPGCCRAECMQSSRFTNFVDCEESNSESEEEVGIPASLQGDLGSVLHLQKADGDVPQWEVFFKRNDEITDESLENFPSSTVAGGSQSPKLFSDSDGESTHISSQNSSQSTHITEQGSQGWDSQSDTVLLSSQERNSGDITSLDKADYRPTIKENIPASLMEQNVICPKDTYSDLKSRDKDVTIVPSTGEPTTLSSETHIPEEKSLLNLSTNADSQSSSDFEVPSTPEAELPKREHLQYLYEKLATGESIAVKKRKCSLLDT
# Active calls of the source: *. A portion of the library, so the mix of outcomes need not match the whole.
SMILES,Artemis inh
O=C(CSC1=NCCS1)N1CCc2ccccc21,5
Nc1nnc(SCC(=O)NCc2ccc3c(c2)OCO3)s1,-5
CCS(=O)(=O)N1CCCC(C(=O)NCCN2CCC(Cc3ccccc3)CC2)C1 (centres undefined),13
CSc1nnc(-c2ccccc2Cl)n1N,-3
COc1cc2[nH]c(=S)nc(NCC3CCCO3)c2cc1OC (centres undefined),-7
O=C(CC1Nc2ccccc2NC1=O)NCc1cccnc1 (centres undefined),8
CCOC(=O)c1cc2occc2n1Cc1c(F)cccc1Cl,5
CCN1C(=O)N(c2cccc3ccccc23)C(C)=CC1(C)C,-3
COc1ccc(/C=N/NC(=O)c2ccn[nH]2)cc1COc1ccc(Cl)cc1,19
Cc1onc(-c2ccccc2)c1C(=O)Nc1nc(-c2ccc(F)c(F)c2)cs1,13
Cc1ccc(CNC(=O)Cn2ccc3ccccc3c2=O)o1,-4
O=C(Nc1ccccc1O)c1cc(S(=O)(=O)N2CCOCC2)ccc1Cl,4
Cc1ccc(CN2C(=O)CCC2C(=O)NC2CC2)cc1 (centres undefined),-4
COc1ccc(NC(=O)c2cc([N+](=O)[O-])nn2Cc2ccccc2)c(C)c1,-11
Clc1ccc2c(c1)c1ccccc1n2CN1CCOCC1,-1
N#Cc1c(N)nc(SC2CCCCC2=O)c(C#N)c1-c1ccco1 (centres undefined),0
COC(=O)c1cc(S(=O)(=O)NC2CCN(Cc3ccccc3)CC2)cn1C,-3
Cc1n[nH]c(=S)n(/N=C/c2ccccn2)c1=O,-6
COc1ccc(CN(C#N)c2nc(SC)nc(N(C)C)n2)cc1,-1
Cc1cc(NC(=O)c2cc(S(=O)(=O)N3CCCCC3)ccc2C)n(-c2ccccn2)n1,-7
CSc1nc(-c2ccccc2)[nH]c(=S)c1C(C)=O,2
CCOC(=O)C1C(c2ccc(O)c(OCC)c2)NC(=S)NC1(O)C(F)(F)F (centres undefined),-16
Cc1cc(C)n(CC(O)Cn2c3ccccc3c3ccccc32)n1 (centres undefined),-7
CCOc1ccc(Cc2nnc(N)s2)cc1OCC,1
CCCS(=O)(=O)N1CCC(C(=O)NCCCN(CC)c2cccc(C)c2)CC1,4
COc1ccc(N(C(=O)Cn2nnc3ccccc32)C(C(=O)NCc2ccco2)c2ccc(C)o2)cc1 (centres undefined),1
Cc1ccc(N2CCCCn3c2nc2c3c(=O)n(CC(=O)O)c(=O)n2C)cc1,0
COc1ccccc1-n1cnc2cc(NS(=O)(=O)c3ccccc3)ccc21,5
CCCSc1nnc(-c2cnn(-c3ccccc3)c2-n2cccc2)n1C,-6
COC(=O)c1ccc(Cn2nc(C)c(Cl)c2C)o1,-7
CCn1nccc1C(=O)Nc1nccs1,1
O=C(Nc1ccc(Oc2cccc3ccccc23)cc1)c1ccco1,3
CC1CN(C(=O)N(C)C)CCN1C(=O)N(C)C (centres undefined),-4
CC(=O)N1CCN(CCN(CC2C(C)C=C(C)CC2C)C(C)=O)CC1 (centres undefined),-5
CCC(CC)NC(=O)c1cc(OC)c(OC)c(OC)c1,0
CCOC(=O)c1cnn(-c2cc(Oc3ccccc3)ncn2)c1N,10
Cn1c(=O)[nH]c(=O)c2c1nc(SCCN1CCCCC1)n2CCCc1ccccc1,6
CC1CCCCN1C(=O)c1ccc(S(=O)(=O)N2CCCCC2C)cc1 (centres undefined),-3
Cc1cccc(C(=O)Nc2cc(C)ccc2NC(=O)COc2ccccc2)c1,15
Cc1ccc(-c2cc(N)n(-c3ccc(C)cc3)n2)cc1,10
CC1(C)Cc2c(c(-c3ccco3)[nH]c(=O)c2C#N)CO1,-6
COCCCN1C(=O)c2ccc(C(=O)NCc3ccco3)cc2C1=O,-6
C=CCn1c(SCC#N)nc2c(c1=O)C(C)(C)Cc1ccccc1-2,7
Cc1cccc(OC(=O)Cn2c(C(F)(F)F)nc3ccccc32)c1,1
CN(C)S(=O)(=O)c1ccc(S(=O)(=O)N(CC(=O)Nc2ccccc2)Cc2ccco2)cc1,-5
COc1ccc(N(CC(=O)O)S(=O)(=O)c2cccnc2)cc1,-3
CCOc1ccccc1OCCCOc1ccc(C)cc1Cl,-9
C=CCNc1nc(N2CCCC2)nc2ccccc12,-6
Cc1nc2nc(Cc3ccccc3)[nH]n2c(=O)c1Cc1ccccc1,-2
CCc1c(C)sc2nc(SCC(=O)Nc3cc(C)on3)n(CCOC)c(=O)c12,-5
Cc1sc(NC(=O)C2CCCCC2C(=O)O)c(C(N)=O)c1-c1ccc(C(C)(C)C)cc1 (centres undefined),40*
C#CCOC(=O)c1ccc(-n2cncn2)nc1,0
O=C(COc1ccc(S(=O)(=O)NC2CCCCC2)cc1)NCCC1=CCCCC1,-2
O=C(O)c1nc(N2CCCCC2)ncc1Cl,3
O=C(c1ccc(-c2ccccc2)cc1)N1CCN(Cc2ccccn2)CC1,5
O=C(N/N=C/c1ccc(F)cc1)c1sccc1OCc1ccc(F)cc1,5
CC1CCCCN1C(=O)Cn1cc(C(=O)c2ccco2)c2ccccc21 (centres undefined),-5
CCN(CC)C(=O)c1sc2nc(-c3cccs3)cc(-c3ccc(Cl)cc3)c2c1N,17
O=C(CN1C(=O)C2C3C=CC(C3)C2C1=O)NCC1COc2ccccc2O1 (centres undefined),-8
COc1cc(-n2c(C)nc3cc(C(=O)NCc4ccco4)ccc32)cc(OC)c1OC,-7
# Next part:
SMILES,Artemis inh
CCCCCCC1CC(CSc2ncn[nH]2)OC1=O (centres undefined),-2
CSc1nsc(SCC(=O)N2CCCc3ccccc32)n1,1
COC(=O)c1c(C)noc1-c1cc(C)on1,-12
CCCCN1C(=O)C(O)=C(C(C)=O)C1c1ccccc1 (centres undefined),0
CC(C)NC(=O)c1ccc(CNC(=O)OCC(F)(F)F)cc1,0
Cc1ccc(OCCCn2ccnc2)cc1C,-9
CCc1nc2c3cnn(-c4cc(Cl)ccc4C)c3ncn2n1,-3
COc1cc(/C=c2\s/c(=C(/C#N)C(=O)N3CCCC3)n(-c3ccccc3)c2=O)ccc1O,-5
CCOC(=O)C1(C(=O)OCC)CC1c1ccccc1 (centres undefined),-11
CCC(C)C1NC(=S)N(Cc2ccccc2)C1=O (centres undefined),11
CC(C)C(C(=O)NCC1CCCO1)N(Cc1ccco1)C(=O)CNS(=O)(=O)c1ccccc1 (centres undefined),-4
O=C(NC(Cc1ccccc1)C(=O)N1CCCC1C(=O)O)c1ccccc1 (centres undefined),3
Cc1n[nH]c(C)c1S(=O)(=O)N1CCC(C(=O)O)CC1,-2
Cc1cc(C(F)F)n2nc(C(=O)Nc3cccnc3Cl)nc2n1,-1
CO/N=C/NC(=O)Cc1cn(-c2ncc(C(F)(F)F)cc2Cl)c2ccccc12,-8
COc1ccc(NC(=O)CCn2cccc2)cc1,1
CC1=NN(C(=O)c2csc(C)c2)C(O)(C(F)(F)F)C1 (centres undefined),0
CC(=O)N1CC2(C)CN(C(C)=O)CC(C)(C1)C2O (centres undefined),-5
CCOc1ccccc1C1C(C#N)=C(N)SC(N)=C1C#N,-4
Cc1cc(NC(=O)CCC(=O)N(c2ccccc2)C(C(=O)NC2CCCCC2)c2cccs2)no1 (centres undefined),-2
COc1ccc(C(=O)c2sc(Nc3ccccc3)c(C(=O)Nc3ccc(OC)c(OC)c3)c2N)cc1,3
CC(C)COC(=O)c1ccc(NC(=O)C2C3CCC(C3)C2C(=O)O)cc1 (centres undefined),10
Cn1c(-c2sc(=S)n(-c3ccccc3)c2N)nc2ccccc21,1
Cc1cc(C)c2c(-n3cccc3)c(NC(=O)OC(C)C)sc2n1,7
NC(=O)C(c1ccc(Cl)cc1)c1ccc(Sc2ccc(Cl)cc2)nn1 (centres undefined),10
Cc1c(N2C(=O)CS/C2=N\N=C\c2ccc(Br)cc2)c(=O)n(-c2ccccc2)n1C,17
COc1ccc(C(=O)N2c3ccccc3CC2C)cc1OC (centres undefined),-11
c1ccc(CSc2ncnc3c2oc2ccccc23)cc1,8
CCC(CC)C(=O)NCCc1cc2ccc(OC)cc2[nH]c1=O,4
O=C(CSC1=NC(=O)C(c2ccccc2)C(=O)N1)Nc1ccccc1Cl (centres undefined),0
Cc1[nH]c(=O)[nH]c(=O)c1/C=N/NC(=O)[C@H](CC(C)C)NC(=O)OC(C)(C)C,-1
O=C(OCC(=O)N1CCCCCC1)c1cccs1,8
Cc1ccc(C)c(C(=O)C(C)OC(=O)c2cccn2C)c1 (centres undefined),7
CCc1c(C#N)c(SCCC(=O)Nc2ccc(OC)cc2)nc2c1C(=O)CC(C)(C)C2,4
CSc1nc(N2CCOCC2)c2c(c1C#N)CCCCC2,7
O=C(NCc1ccccn1)c1cn(CCc2ccccc2)nn1,0
CCCN1Cc2cccc(C(N)=O)c2C1=O,-4
CCCC(=O)C1=C(O)C(C(=O)OC)C(C)(C)CC1=Nc1ccncc1 (centres undefined),-7
COc1ccc(S(=O)(=O)NNC(=O)c2csc(-n3nc(C)cc3C(F)(F)F)n2)cc1,7
Cn1c(SC/C=C/c2ccccc2)nnc1-c1cnccn1,-5
COCCNc1c(-c2ccc(O)cc2)nc2ccc(Cl)cn12,-6
COc1ccc(CCNC(=S)Nc2cccc(C)c2)cc1,4
Nc1ccc[n+](Cc2ccccn2)c1,-5
O=C(CN(c1ccccc1)S(=O)(=O)c1ccccc1)NCCSCc1ccco1,-1
Cn1nc(C(=O)OCCN2C(=O)c3ccccc3C2=O)c2ccccc2c1=O,12
COc1ccc(C(=O)COC(=O)C(C(C)C)N2C(=O)C3C4C=CC(C4)C3C2=O)cc1 (centres undefined),-6
CC1(C)CC(=O)C2=C(C1)Nc1ncnn1C2c1ccccn1 (centres undefined),4
CCSc1cc(N2CCCC2)nc(-c2ccc(F)cc2)n1,16
Cc1ccc(C(C(=O)NCc2ccco2)N(CCc2ccccc2)C(=O)Cn2nnc3ccccc32)o1 (centres undefined),4
O=C(c1ccc(Br)cc1)N(C1=NCCCCS1)c1ccccc1,3
CC(C)(C)NC(=O)C1Cc2ccccc2CN1C(=O)Nc1ccccc1Cl (centres undefined),5
CCCCC(=O)Nc1ccc2oc(-c3cccnc3)nc2c1,0
O=S(=O)(c1ccc2c(c1)OCCO2)N1CCN(Cc2ccccc2)CC1,7
O=C(Cn1nnc(-c2ccccc2Cl)n1)N1CCN(S(=O)(=O)c2ccc(Cl)cc2)CC1,8
O=C(NC(=O)c1ccccc1)NC(=O)c1ccccc1,-3
COc1nc(-c2ccccc2)ccc1-c1noc(-c2ccccc2)n1,1
Cn1c(SCC(=O)OC2CCCCC2)nnc1-c1ccco1,-6
CCOc1ccc(NC(=O)CN2CCN(CC(=O)Nc3cc(OC)cc(OC)c3)CC2)cc1,-4
Cc1cc(C)c(C)c(S(=O)(=O)N2C(=S)NC(=O)C2CC(C)C)c1C (centres undefined),5
CCOc1ccc(OCC)c(NC(=O)C2CCCN(S(=O)(=O)c3cccs3)C2)c1 (centres undefined),-2

# Given tab-delimited: entries from further up
compound	Artemis inh
CCCCC(=O)Nc1ccc2oc(-c3cccnc3)nc2c1	0
O=S(=O)(c1ccc2c(c1)OCCO2)N1CCN(Cc2ccccc2)CC1	7
O=C(Cn1nnc(-c2ccccc2Cl)n1)N1CCN(S(=O)(=O)c2ccc(Cl)cc2)CC1	8
O=C(NC(=O)c1ccccc1)NC(=O)c1ccccc1	-3
COc1nc(-c2ccccc2)ccc1-c1noc(-c2ccccc2)n1	1

# Next section:
SMILES,Artemis inh
CN(C)c1nc(N)nc(Nc2ccccc2C#N)n1,6
Cc1cc(O)c(/C=N/c2ccccn2)c(=O)o1,-2
CCc1nc(Nc2ccc(N3CCN(C(C)=O)CC3)cc2)c2oc3ccccc3c2n1,15
Cc1noc(COc2ccccc2OCC(O)CNC(C)(C)C)n1 (centres undefined),-6
O=c1c(Cc2ccc(Cl)cc2)c(O)ccn1Cc1ccccc1,-15
c1ccc(COn2c(-c3ccccc3)nc3c2CCc2nonc2-3)cc1,-8
CC(C)CCNC(=O)c1cccc(S(=O)(=O)N2CCc3ccccc32)c1,12
COc1ccc(S(=O)NC2CCCCC2)c(OC)c1C (centres undefined),-7
COc1cc(-c2noc(-c3ccccc3C(=O)NCc3ccco3)n2)cc(OC)c1OC,-9
Cc1cc(C)cc(C(=O)/C=C2\NC(=O)CS2)c1,-13
COC(=O)c1ccc(C)c(NC(=O)CCSc2ccc(Cl)cc2)c1,-2
CC1CN(C(=O)Cn2c(C(F)(F)F)nc3ccccc32)CC(C)O1 (centres undefined),7
CCC(C)(C)NC(=O)CN(C(=O)CNS(=O)(=O)c1ccccc1)c1ccccc1,1
O=C(NC1CCCCCCC1)c1cnccn1,0
CCC(=O)Nc1ccc(NC(=O)c2ccc3c(c2)OCO3)cc1,3
COC(=O)CNc1nc(OC)nc(N(C)C)n1,-1
C/C(=N\NC(=O)C1CCCN(S(=O)(=O)c2ccccc2)C1)c1ccccn1 (centres undefined),-2

# Among those listed so far, 18 have a furan ring, fused or not:
SMILES,Artemis inh
CCOC(=O)c1cc2occc2n1Cc1c(F)cccc1Cl,5
Cc1ccc(CNC(=O)Cn2ccc3ccccc3c2=O)o1,-4
N#Cc1c(N)nc(SC2CCCCC2=O)c(C#N)c1-c1ccco1 (centres undefined),0
COc1ccc(N(C(=O)Cn2nnc3ccccc32)C(C(=O)NCc2ccco2)c2ccc(C)o2)cc1 (centres undefined),1
COC(=O)c1ccc(Cn2nc(C)c(Cl)c2C)o1,-7
O=C(Nc1ccc(Oc2cccc3ccccc23)cc1)c1ccco1,3
CC1(C)Cc2c(c(-c3ccco3)[nH]c(=O)c2C#N)CO1,-6
COCCCN1C(=O)c2ccc(C(=O)NCc3ccco3)cc2C1=O,-6
CN(C)S(=O)(=O)c1ccc(S(=O)(=O)N(CC(=O)Nc2ccccc2)Cc2ccco2)cc1,-5
CC1CCCCN1C(=O)Cn1cc(C(=O)c2ccco2)c2ccccc21 (centres undefined),-5
COc1cc(-n2c(C)nc3cc(C(=O)NCc4ccco4)ccc32)cc(OC)c1OC,-7
CC(C)C(C(=O)NCC1CCCO1)N(Cc1ccco1)C(=O)CNS(=O)(=O)c1ccccc1 (centres undefined),-4
c1ccc(CSc2ncnc3c2oc2ccccc23)cc1,8
O=C(CN(c1ccccc1)S(=O)(=O)c1ccccc1)NCCSCc1ccco1,-1
Cc1ccc(C(C(=O)NCc2ccco2)N(CCc2ccccc2)C(=O)Cn2nnc3ccccc32)o1 (centres undefined),4
Cn1c(SCC(=O)OC2CCCCC2)nnc1-c1ccco1,-6
CCc1nc(Nc2ccc(N3CCN(C(C)=O)CC3)cc2)c2oc3ccccc3c2n1,15
COc1cc(-c2noc(-c3ccccc3C(=O)NCc3ccco3)n2)cc(OC)c1OC,-9
